Screens as filed in PubChem BioAssay.
SMN2 splice enh – enhancers of SMN2 splice variant expression | HEK293 SMN2-luciferase splicing reporter, luminescence, 30-36 h | Potency, µM (highest dose often 46.1 µM), without a hit: top-dose activity change, positive = activation, actives largely listed as activators | actives 2.8% (n = 210,000); further: % of control where 0% means no effect; nearly all actives have a fitted effect of over 55% in size
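qHTS luciferase splicing reporter: luminescence rises when SMN2 exon 7 is included in transfected HEK293 cells. Compound exposure lasted 30-36 h at 37C, with 4.5 mM final sodium butyrate as control, followed by a ONE-Glo read.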
GAA glycogen – alters human alpha-glucosidase cleavage of glycogen; Potency, µM (titrated, usually from 76.4 µM), inactives show at the top dose activity change, negative = inhibition, most hits filed as inhibitors; recombinant GAA, glycogen substrate, Amplex Red glucose oxidase fluorescence; actives 0.38% (n = 300,000);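 further: 0% = full enzyme reaction and -100% = no-enzyme basal signal; the screen sought inhibitors and activators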
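Natural-substrate format: glycogen cleavage by 4 nM human enzyme, glucose read by Amplex Red coupling (Ex 573, Em 610 nm). Normalized to enzyme and no-enzyme controls.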
* hit, by the source's call; ? = inconclusive; & = joins results of further samples; [ ] = another dose, or the depositor's remark. The call rests on the fitted dose curve; in most records, active means well fitted curve in the direction sought with a large enough effect; inconclusive means small, poorly fitted or top-dose-only effect, or another doubt; inactive means no such curve, though single readings can be large; an effect the other way counts as inactive or inconclusive. Potency means the concentration at half of the fitted maximal effect.

canonical_smiles	SMN2 splice enh	GAA glycogen
CCOc1ccc(CCNC(=O)c2ccc3c(Cl)c4c(nc3c2)CCCC4)cc1	3%	-5%[76.3 µM]
CCc1ccc(OCCCn2c(-c3ccc(Cl)cc3)nc3ccccc3c2=O)cc1	-12%	20%[76.3 µM]
COc1cc2nc(NCC(C)c3ccccc3)n3nc(-c4ccccc4)nc3c2cc1OC (configuration not stated)	24%	1%[76.3 µM]
Cc1cc(Cl)ccc1OCc1cc(=O)n2c3c(sc2n1)CCCC3	-6%	6%[76.3 µM]
CCOc1ccc(C(=O)Nc2ccc3oc(-c4ccc(C)cc4C)nc3c2)cc1Br	22%	-9%[76.3 µM]
COc1ccc(NC(=O)CC2Nc3ccccc3NC2=O)cc1 (configuration not stated)	-1%	-20%[76.3 µM]
Cc1ccc(CN2CCC(CNC(=O)Nc3ccc(C)c(C)c3)C2)cc1 (configuration not stated)	1%	13%[76.3 µM]
CCOc1ccc(NC(=O)c2oc3ccccc3c2NC(=O)c2cc(C)cc(C)c2)cc1	-9%	5%[76.3 µM]
COc1ccc(Br)cc1C(=O)Nc1nc2ccc(F)cc2s1	-54%[inhibitor]	10%[76.3 µM]
CCn1cc(C(=O)NCCCN(CC(C)C)CC(C)C)c(=O)c2cc(S(=O)(=O)N3CCc4ccccc4C3)ccc21	5%	18%[76.3 µM]
CCCOc1ccc(CNC(=O)C(C)n2nc(C)n3c(cc4occc43)c2=O)cc1 (configuration not stated)	-6%	13%[76.3 µM]
Cc1cc(OC(C)C(=O)N(Cc2ccco2)Cc2ccccc2F)cc(C)c1Cl (configuration not stated)	-8%	-3%[76.3 µM]
Cc1ccccc1NC(=O)Cn1c(=O)n(CCC(=O)N2CCc3ccccc3C2)c(=O)c2ccccc21	-1%	7%[76.3 µM]
O=C(CN(c1ccc(Cl)c(C(F)(F)F)c1)S(=O)(=O)c1ccccc1)Nc1cccnc1	-10%	7%[76.3 µM]
CCCCOCc1cc(CN2CCN(c3cccc(Cl)c3)CC2)c(O)c2ncccc12	22%	-3%[76.3 µM]
CC1(C(=O)NC2CCCCC2)Cc2ccccc2C(=O)N1Cc1ccc(Cl)cc1 (configuration not stated)	-17%	15%[76.3 µM]
CCOC(=O)c1ccc(-n2c(CCC(=O)O)ccc2-c2ccccc2)cc1O	9%	-1%[76.3 µM]
COc1ccc(Cl)cc1NC(=O)NCCn1c(=O)oc2ccc(C)cc21	-14%	-7%[76.3 µM]
CCCCSc1nnc2c(n1)OC(c1ccc(Br)s1)Nc1ccccc1-2 (configuration not stated)	14%	-9%[76.3 µM]
CC1=C(C(=O)OC2CCCCCC2)C(c2c(F)cccc2Cl)CC(=O)N1 (configuration not stated)	-17%	1%[76.3 µM]
Cc1ccc(O)c(NC(=O)c2noc3c2CCCC3)c1	11µM*	?
COc1ccc(-c2cc(C(=O)Nc3cc(C(F)(F)F)ccc3Cl)no2)cc1	2%	11%[76.3 µM]
COc1cc(OC)c(NC(=O)c2nn(-c3ccc(C)cc3)c(=O)c3c2c2ccccc2n3C)cc1Cl	-7%	-6%[76.3 µM]
COc1ccc(NC(=O)Cn2c(=O)n(CCCC(=O)NCc3ccccc3Cl)c(=O)c3ccccc32)c(OC)c1	-2%	14%[76.3 µM]
Cc1ccc2c(c1)-c1c(cnc3cc(-c4ccc(Cl)cc4)nn13)CO2	3%	8%[76.3 µM]

Filtered by structure: those above containing sulfur
canonical_smiles	SMN2 splice enh	GAA glycogen
Cc1cc(Cl)ccc1OCc1cc(=O)n2c3c(sc2n1)CCCC3	-6%	6%[76.3 µM]
COc1ccc(Br)cc1C(=O)Nc1nc2ccc(F)cc2s1	-54%[inhibitor]	10%[76.3 µM]
CCn1cc(C(=O)NCCCN(CC(C)C)CC(C)C)c(=O)c2cc(S(=O)(=O)N3CCc4ccccc4C3)ccc21	5%	18%[76.3 µM]
O=C(CN(c1ccc(Cl)c(C(F)(F)F)c1)S(=O)(=O)c1ccccc1)Nc1cccnc1	-10%	7%[76.3 µM]
CCCCSc1nnc2c(n1)OC(c1ccc(Br)s1)Nc1ccccc1-2 (configuration not stated)	14%	-9%[76.3 µM]

An excerpt of these results, with values under each structure:
Fields: SMN2 splice enh | GAA glycogen
> CCn1cc(C(=O)NCCCN(CC(C)C)CC(C)C)c(=O)c2cc(S(=O)(=O)N3CCc4ccccc4C3)ccc21
  5% | 18%[76.3 µM]
> CCCOc1ccc(CNC(=O)C(C)n2nc(C)n3c(cc4occc43)c2=O)cc1 (configuration not stated)
  -6% | 13%[76.3 µM]

Next entries
canonical_smiles	SMN2 splice enh	GAA glycogen
CCc1ccc(C(=O)c2cn(CC(=O)Nc3cc(OC)cc(OC)c3)c3ccc(CC)cc3c2=O)cc1	-3%	-6%[76.3 µM]
COc1ccc(C(=O)N2CCN(C(=O)COc3ccc(Br)cc3)CC2)cc1OC	5%	-27%[76.3 µM]
COc1ccc(NC(=O)COc2ccc(S(=O)(=O)NC3CCCCC3)cc2)cc1OC	-23%	11%[76.3 µM]
COc1ccc(NC(=O)CSc2nc3ccccc3nc2N2CCC(C)CC2)cc1	-1%	5%[76.3 µM]
N#CC1=C(N)N(c2ccc(Cl)cc2)C2=C(C(=O)CCC2)C1c1cc(CN2CCOCC2)cs1 (configuration not stated)	-3%	?
Fc1ccc(N2CCN(c3nc4ccccc4c4nc(-c5ccccc5)nn34)CC2)cc1	-4%	-9%[76.3 µM]
Cc1ccc(-c2nc3nc(C)cc(N4CCN(c5cccc(C)c5)C(C)C4)n3n2)cc1 (configuration not stated)	2%	18%[76.3 µM]
Cc1ccc(NS(=O)(=O)c2ccc3c4c(cccc24)C(=O)N3)c(C)c1	-4%	2%[76.3 µM]
CCc1cccc(-n2c(C)nc3c(cnn3-c3ccc(C)c(C)c3)c2=O)c1	-22%	8%[76.3 µM]
CC(C)c1cccc(OCCn2c(-c3ccc(Cl)cc3)nc3ccccc3c2=O)c1	9%	21%[76.3 µM]
O=c1[nH]c2cc(Br)ccc2n2cccc12	23%	8%[76.3 µM]
CCOc1cccc2cc(S(=O)(=O)c3ccccc3F)c(=O)oc12	-3%	14%[76.3 µM]
Cc1ccc2oc(C(=O)Nc3c(C(=O)Nc4ccccc4)oc4ccccc34)cc(=O)c2c1	3%	1%[76.3 µM]
O=C(Nc1cc2c(cc1C(=O)c1ccccc1Br)OCCO2)c1ccccc1	-25%	10%[76.3 µM]
COc1ccc(-n2nc3cc(C)c(NC(=O)c4ccc(C)cc4C)cc3n2)cc1Cl	4%	0%[76.3 µM]
CC(C)CCn1c(/C=C/c2ccccc2)nc2ccccc21	?	3%[76.3 µM]
CCc1ccc(S(=O)(=O)c2nnn3c2nc(NCc2ccccc2)c2cc(Cl)ccc23)cc1	0%	-10%[76.3 µM]
COc1ccc2oc(-c3cccc(NC(=O)c4cc([N+](=O)[O-])ccc4N4CCOCC4)c3)nc2c1	8%	-9%[76.3 µM]
Cc1cc(C)c(NC(=O)Cn2c(=O)n(-c3cccc(C(F)(F)F)c3)c(=O)c3c(C)c(C)sc32)c(C)c1	-5%	14%[76.3 µM]
CCOc1ccccc1N1CC(c2nc3ccccc3n2CCOc2ccccc2)CC1=O (configuration not stated)	-4%	-16%[76.3 µM]
CCOC(=O)c1sc(NC(=O)c2nc(SC)ncc2Cl)c(C(=O)OCC)c1C	-6%	-6%[76.3 µM]
COc1ccc(-n2c(=O)c3sc4ccccc4c3n(CC(=O)NCc3ccccc3)c2=O)cc1	-7%	-12%[76.3 µM]
O=C1CC(c2ccccc2)Cc2[nH]c(=O)c(-c3nc(-c4cccc(Cl)c4)cs3)cc21 (configuration not stated)	-11%	5%[76.3 µM]
Cc1ccc(NC(=O)Cc2coc3c(C)c(C)ccc23)cc1Cl	3%	18%[76.3 µM]
COC(=O)c1c(NC(=O)CCCOc2ccc(C(C)(C)C)cc2)sc2c1C(C(=O)OC)CC2 (configuration not stated)	-52%[inhibitor]	-11%[76.3 µM]
CSc1nn(Cc2ccc(C)cc2)c(N)c1S(=O)(=O)c1ccccc1	-45%[inhibitor]	-2%[76.3 µM]
Cc1ccc(N(C)C(=O)Cn2nc(Cc3ccncc3)c3ccccc3c2=O)cc1C	-11%	10%[76.3 µM]
Cn1c(NCCO)nc2c1c(=O)n(Cc1ccccc1Cl)c(=O)n2C	4%	2%[76.3 µM]
CN(C)S(=O)(=O)N(CC(=O)NCCSCc1ccc(Cl)cc1Cl)c1ccccc1	-24%	-9%[76.3 µM]
O=c1[nH]c2ccc(S(=O)(=O)Nc3cc(Cl)ccc3O)cc2o1	-3%	?
CC(C)c1ccccc1Oc1c(C(F)(F)F)oc2c(CN3CCN(C)CC3)c(O)ccc2c1=O	2%	14%[76.3 µM]
Cc1noc2nc(C(=O)O)nc(N3CCCCC3)c12	0%	0%[76.3 µM]
COc1ccccc1CCN1COc2c(cc3c(C)c(C)c(=O)oc3c2C)C1	38%	1%[76.3 µM]
CCOc1ccc(S(=O)(=O)Nc2cc(Cl)ccc2OC)c2cccnc12	3%	1%[76.3 µM]
CCc1ccccc1N(C)C(=O)Cn1cnc2sc(C)c(S(=O)(=O)N3CCN(c4ncccn4)CC3)c2c1=O	3%	-4%[76.3 µM]
Cc1ccc(NC(=O)Cn2c(=O)n(Cc3ccco3)c(=O)c3ccccc32)cc1	8%	11%[76.3 µM]
CCN(Cc1ccccc1)Cc1c(O)ccc2c(=O)c(-c3ccc(Cl)cc3)coc12	-4%	2%[76.3 µM]
COc1ccc(-c2cc(-c3ccc4c(c3)NC(=O)CO4)nc3c2COc2ccc(F)cc2-3)cc1	3%	15%[76.3 µM]
COc1ccc(-n2c(=O)c3sc4ccccc4c3n(Cc3ccccc3)c2=O)cc1	0%	7%[76.3 µM]
CCCN(CCC)CCCNC(=O)Cn1ncc2c3ccccc3n(Cc3ccc(F)cc3)c2c1=O	9%	-12%[76.3 µM]
CCOc1ccc(OCC)c(NC(=O)CCc2c(C)nc3c(c2C)c(=O)n(C)c(=O)n3C)c1	0%	17%[76.3 µM]
COc1ccc(CCn2c(=O)c3cccnc3n(CC(=O)Nc3c(C)cccc3C)c2=O)cc1OC	8%	17%[76.3 µM]
CC(=O)c1cccc(NC(=O)CCc2c(C)nc3c(c(C)nn3-c3ccccc3)c2C)c1	3%	-15%[76.3 µM]
CCOc1ccccc1NC(=O)CCc1c(C)nc2c(c(C)nn2-c2ccccc2)c1C	5%	-4%[76.3 µM]
COc1ccc(OC)c(-c2nc(Nc3ccccc3C)sc2CC(=O)O)c1	-13%	?
CC(C)(C)c1ccc(C(=O)Nc2sc3c(c2C#N)CCC(C(C)(C)C)C3)cc1 (configuration not stated)	-7%	-15%[76.3 µM]
Cc1ccc(NC(=O)c2c(NC(=O)Cc3ccccc3)sc3c2CCCC3)cc1	-5%	-12%[76.3 µM]
O=C(NCCCc1nc2ccccc2n1Cc1c(F)cccc1Cl)C1CCCCC1	-13%	-11%[76.3 µM]
Cc1ccc(NC(=O)CN(C)S(=O)(=O)c2ccc3c(c2)CCC(=O)N3)c(C)c1	-15%	-2%[76.3 µM]
COc1cc(OC)cc(C(=O)Nc2ccc3oc(-c4ccc(Cl)cc4)nc3c2)c1	-6%	11%[76.3 µM]

Other compounds follow.
canonical_smiles	SMN2 splice enh	GAA glycogen
COc1cccc(NC(=O)c2cc3c(=O)n(C)c4ccccc4c3n2C)c1	14%	18%[76.3 µM]
CCN1CCN(c2cc(C)c3cc(NC(=O)/C=C/c4ccc(C)cc4)ccc3n2)CC1	7%	-10%[76.3 µM]
CCc1nn(CC(=O)NCCCc2ccccc2)c(=O)c2cc3ccccc3n12	2%	8%[76.3 µM]
Cc1ccc2c(CN3CCN(C(=O)c4ccc(F)cc4)CC3)cc(=O)oc2c1	-5%	-8%[76.3 µM]
Cc1cccc(C(=O)NCCc2nc3ccccc3n2Cc2ccc(Cl)cc2)c1	-4%	-6%[76.3 µM]
CCOc1ccc(C(=O)Nc2ccc3nc(N(CC)CC)cc(C)c3c2)cc1	1%	5%[76.3 µM]
COC(=O)c1ccc(Cn2nnc3sc4c(c3c2=O)CCCC4)cc1	7%	-10%[76.3 µM]
CCOc1ccccc1NC(c1nnc(-c2ccccc2)o1)c1ccc(F)cc1Cl (configuration not stated)	2%	-7%[76.3 µM]
CCOc1ccc(CN2CCN(S(=O)(=O)c3ccc(Cl)cc3)CC2)cc1	-25%	5%[76.3 µM]
Cc1cc(C)c2oc(C(=O)Nc3ccc(S(=O)(=O)N4CCCCCC4)cc3)cc(=O)c2c1	7%	1%[76.3 µM]
COc1ccc(CNC(=O)c2nnn(CC(=O)Nc3cc(C)cc(C)c3)c2N)cc1	5%	1%&16%[76.3 µM]
COc1ccc(N2CCN(Cc3cc(=O)oc4ccc(OC)cc34)CC2)cc1	-10%	-2%[76.3 µM]
CC(=O)N1CCc2c(sc3c2c(=O)n(Cc2ccccc2)c(=O)n3Cc2cc(C)ccc2C)C1	3%	10%[76.3 µM]
Cc1ccc(S(=O)(=O)Nc2cccc(-c3cn4cccc(C)c4n3)c2)c(C)c1	-17%	-12%[76.3 µM]
COc1cccc(CNC(=O)C(NS(=O)(=O)c2cccs2)C(C)C)c1 (configuration not stated)	-3%	3%[76.3 µM]

The list is partial (hit frequency here may not be typical).
